Bioassay records deposited in PubChem BioAssay by Broad Institute.
Mtb BioA inh = blocks M. tuberculosis BioA enzyme activity | purified M. tuberculosis BioA enzyme, plate reader | inhibition, % at 9.99 µM | 360,000 compounds, 0.096% hits | AID 602481; in the data active = inhibition above about 40%
Numbers without * were called inactive.

SMILES | Mtb BioA inh
CCCNC(=O)C[C@@H]1C[C@H]2c3cc(NS(=O)(=O)c4cccc(OC)c4)ccc3O[C@H]2[C@@H](CO)O1 | -1.2
Cc1noc(C)c1S(=O)(=O)N(C)C[C@@H]1OCCCC[C@@H](C)Oc2ccc(NC(=O)c3ccccc3)cc2C(=O)N([C@H](C)CO)C[C@@H]1C | 0.5
CCCN1[C@@H]2c3ccc(-c4ccc(F)cc4)c(=O)n3C[C@H]1[C@H](CO)[C@H]2C(=O)NCC1CC1 | 0.8
O=C(C[C@@H]1CC[C@H]2[C@@H](COC[C@H](O)CN2CC2CC2)O1)NCc1ccc(Cl)cc1 | -0.5
O=C(C[C@H]1CC[C@@H]2[C@H](COC[C@@H](O)CN2S(=O)(=O)c2ccc(Cl)cc2)O1)NCc1ccc(Cl)c(Cl)c1 | -4.9
COc1ccc(S(=O)(=O)Nc2ccc3c(c2)C(=O)N([C@H](C)CO)C[C@H](C)[C@H](CN(C)Cc2ccc4c(c2)OCO4)OCCCC[C@H](C)O3)cc1 | 0.0
C[C@H]1CN([C@@H](C)CO)C(=O)Cc2cc(NS(=O)(=O)c3ccc(Cl)cc3)ccc2O[C@H]1CN(C)Cc1ccc(C(F)(F)F)cc1 | 0.6
CCCN(C)C[C@H]1OCCCC[C@H](C)Oc2ccc(N(C)C)cc2C(=O)N([C@H](C)CO)C[C@H]1C | -2.6
CCCNC(=O)C[C@H]1CC[C@@H]2[C@@H](COc3ccc(NC(=O)NCC)cc3C(=O)N2C)O1 | -1.2
C[C@H]1CN([C@@H](C)CO)C(=O)c2cc(NS(C)(=O)=O)ccc2O[C@H]1CN(C)Cc1ccc(C(F)(F)F)cc1 | -3.1
Cc1noc(C)c1NC(=O)N(C)C[C@@H]1Oc2ccc(NC(=O)Nc3ccc4c(c3)OCO4)cc2C(=O)N([C@@H](C)CO)C[C@@H]1C | -2.2
N#C[C@H]1[C@H](c2ccc(C#CC3CCCC3)cc2)[C@@H](CO)N1C(=O)Nc1ccc(F)cc1 | -2.2
O=C(NCCCN1CCOCC1)[C@H]1N[C@H]2c3ccc(C4=CCCC4)c(=O)n3C[C@H]2[C@@H]1CO | 0.8
C[C@@H]1CN([C@@H](C)CO)C(=O)c2ccccc2-c2ccccc2CO[C@H]1CN(C)C(=O)NC1CCCCC1 | 2.3
O=C(C[C@@H]1C=C[C@@H](NS(=O)(=O)c2ccccc2)[C@@H](CO)O1)NCc1ccc(Cl)c(Cl)c1 | -1.4
C[C@@H]1CN([C@@H](C)CO)C(=O)c2cc(NS(=O)(=O)c3ccc(Cl)cc3)ccc2O[C@@H](C)CCCCO[C@H]1CN(C)S(=O)(=O)c1cn(C)cn1 | -0.5
C[C@@H]1CN([C@H](C)CO)C(=O)c2cccc(NS(=O)(=O)c3ccc(Cl)cc3)c2O[C@@H]1CN(C)S(=O)(=O)c1ccc(Cl)cc1 | -1.8
COc1ccc(C#Cc2ccc([C@H]3[C@@H](CO)N4CCCCN(C(=O)Cc5ccncc5)C[C@@H]34)cc2)cc1 | -5.1
C[C@H](CO)N1C[C@H](C)[C@@H](CN(C)S(=O)(=O)c2ccc(F)cc2)Oc2ccc(NC(=O)CCCN(C)C)cc2C1=O | -4.1
COc1ccc(S(=O)(=O)N(C)C[C@@H]2OCCCC[C@@H](C)Oc3ccc(NC(=O)Nc4ccc(F)cc4)cc3C(=O)N([C@H](C)CO)C[C@@H]2C)cc1 | 0.5
C[C@@H]1CN([C@@H](C)CO)C(=O)c2cc(NC(=O)CCN3CCOCC3)ccc2O[C@H]1CN(C)Cc1ccc(Oc2ccccc2)cc1 | 1.6
C[C@@H]1CN([C@H](C)CO)C(=O)CCCn2nncc2CO[C@@H]1CN(C)Cc1cccc2c1OCCCO2 | -2.6
CN(C)C(=O)c1cccc(-c2ccc3c(c2)[C@@H]2[C@@H](CCN2S(=O)(=O)c2cn(C)cn2)[C@H](CO)N3)c1 | 0.4
CCCNC(=O)[C@H]1[C@H](CO)[C@H]2Cn3c(ccc(-c4cncnc4)c3=O)[C@@H]1N2C(=O)Nc1ccccc1 | -1.2
CC(C)NC(=O)N[C@H]1CC[C@@H](CCNS(=O)(=O)c2ccc(F)cc2)O[C@@H]1CO | -0.2
Cc1noc(C)c1NC(=O)Nc1ccc2c(c1)CC(=O)N([C@H](C)CO)C[C@H](C)[C@H](CN(C)CC1CCCCC1)O2 | 2.0
C[C@@H]1CCCCO[C@@H](CN(C)Cc2ccncc2)[C@@H](C)CN([C@H](C)CO)C(=O)c2cc(NC(=O)Nc3ccc(F)cc3)ccc2O1 | 3.7
C[C@@H]1CN([C@H](C)CO)C(=O)c2cc(NC(=O)Nc3ccc(C(F)(F)F)cc3)ccc2O[C@@H]1CN(C)C | 0.6
C[C@@H]1CN([C@H](C)CO)C(=O)c2cc(NC(=O)C3CCCCC3)ccc2O[C@@H](C)CCCCO[C@H]1CN(C)C(=O)Nc1ccc2c(c1)OCO2 | -1.9
C[C@@H]1CN([C@H](C)CO)C(=O)c2cccc(NC(=O)c3cnccn3)c2O[C@H]1CN(C)CC1CCCCC1 | 0.0
Cc1ccc(S(=O)(=O)Nc2ccc3c(c2)C(=O)N([C@@H](C)CO)C[C@@H](C)[C@H](CN(C)C(=O)Nc2c(C)noc2C)OCCCC[C@H](C)O3)cc1 | -0.3
C/C=C/c1ccc2c(c1)O[C@H](CN(C)C)[C@H](C)CN([C@@H](C)CO)S2(=O)=O | -1.7
O=C(NCC(F)(F)F)[C@@H]1[C@@H](CO)[C@@H]2Cn3c(ccc(-c4cccnc4)c3=O)[C@@H]2N1Cc1ccncc1 | 6.7
C[C@@H]1CN([C@H](C)CO)C(=O)c2cc(C3=CCCCC3)cnc2O[C@@H]1CN(C)C(=O)CN1CCOCC1 | -2.5
Cn1cnc(S(=O)(=O)N[C@@H]2C=C[C@@H](CC(=O)NCC3CC3)O[C@H]2CO)c1 | 0.8
COCC(=O)Nc1ccc2c(c1)C(=O)N(C)[C@H]1CC[C@H](CC(=O)Nc3ccccc3F)O[C@@H]1CO2 | -3.0
C[C@H](CO)N1C[C@H](C)[C@@H](CN(C)Cc2ccc(C(F)(F)F)cc2)Oc2ccc(NS(=O)(=O)c3cccs3)cc2C1=O | -0.7
CCC(=O)N(C)C[C@@H]1Oc2cc(-c3cccc(F)c3)ccc2S(=O)(=O)N([C@@H](C)CO)C[C@H]1C | 0.3
O=C(C[C@@H]1CC[C@@H]2[C@H](COC[C@H](O)CN2CCc2ccccc2)O1)NCc1ccc(Oc2ccccc2)cc1 | -0.6
Cc1noc(C)c1S(=O)(=O)N(C)C[C@@H]1Oc2ccc(NS(=O)(=O)c3ccc(Cl)cc3)cc2CC(=O)N([C@@H](C)CO)C[C@@H]1C | 2.9
CCCC#Cc1cnc2c(c1)C(=O)N([C@@H](C)CO)C[C@@H](C)[C@@H](CN(C)S(C)(=O)=O)O2 | 11
C/C=C/c1ccc([C@@H]2[C@@H](CO)N(C(=O)CC)[C@@H]2CN(C)S(C)(=O)=O)cc1 | 1.7
Cc1noc(C)c1NC(=O)Nc1ccc2c(c1)C(=O)N([C@H](C)CO)C[C@@H](C)[C@H](CN(C)C)OCCCC[C@H](C)O2 | -0.4
C[C@H](CO)N1C[C@H](C)[C@H](CN(C)C(=O)C2CCCCC2)Oc2ncc(-c3cccc(C#N)c3)cc2C1=O | 1.3
CCC(=O)N1C[C@@H](C)[C@H](OC)CN(C)C(=O)c2ccc(NC(=O)NC(C)C)cc2OC[C@H]1C | -1.3

Two compounds drawn at random from those above:
SMILES | Mtb BioA inh
Cc1ccc(S(=O)(=O)Nc2ccc3c(c2)C(=O)N([C@@H](C)CO)C[C@@H](C)[C@H](CN(C)C(=O)Nc2c(C)noc2C)OCCCC[C@H](C)O3)cc1 | -0.3
O=C(C[C@@H]1CC[C@@H]2[C@H](COC[C@H](O)CN2CCc2ccccc2)O1)NCc1ccc(Oc2ccccc2)cc1 | -0.6

More results:
SMILES | Mtb BioA inh
Cc1noc(C)c1S(=O)(=O)Nc1ccc2c(c1)C(=O)N([C@H](C)CO)C[C@H](C)[C@H](CN(C)S(=O)(=O)c1ccccc1)OCCCC[C@@H](C)O2 | 3.3
C[C@@H]1CN([C@@H](C)CO)C(=O)c2cc(C#C[C@@H](C)O)cnc2O[C@@H]1CN(C)Cc1cccc(F)c1 | -0.5
COC(=O)[C@H]1[C@H](CO)[C@H]2Cn3c(ccc(-c4ccccc4OC)c3=O)[C@H]2N1C(=O)c1cccnc1 | -0.8
COc1ccc(S(=O)(=O)Nc2cccc3c2O[C@H](CN(C)S(=O)(=O)c2ccc(Cl)cc2)[C@@H](C)CN([C@H](C)CO)C3=O)cc1 | -1.5
COCC(=O)Nc1ccc2c(c1)[C@@H]1C[C@@H](CC(=O)NCc3ccncc3)O[C@@H](CO)[C@@H]1O2 | 1.3
C[C@@H]1CN([C@H](C)CO)S(=O)(=O)c2ccc(C#Cc3ccccc3)cc2O[C@@H]1CN(C)C(=O)C1CC1 | -1.3
O=C(CN1CCOCC1)NCC[C@@H]1CC[C@H](NC(=O)Nc2ccc(F)cc2)[C@H](CO)O1 | 2.4
Cc1noc(C)c1S(=O)(=O)N(C)C[C@H]1Oc2ccc(NC(=O)NC3CCCCC3)cc2CC(=O)N([C@@H](C)CO)C[C@H]1C | -1.0
O=C(Nc1ccc(Cl)c(Cl)c1)N[C@H]1CC[C@@H](CCn2cc(C3CC3)nn2)O[C@H]1CO | 11
C[C@@H]1CN([C@H](C)CO)C(=O)c2cc(C3=CCCC3)cnc2O[C@@H]1CN(C)C(=O)CN(C)C | -0.3
C[C@@H]1CN([C@H](C)CO)C(=O)c2cc(NC(=O)c3ccncc3)ccc2O[C@@H](C)CCCCO[C@@H]1CN(C)CC1CC1 | -1.6
C[C@@H]1CN([C@H](C)CO)C(=O)c2cc(NS(=O)(=O)c3ccc(F)cc3)ccc2O[C@@H](C)CCCCO[C@H]1CN(C)Cc1ccc2c(c1)OCO2 | 3.5
CC(C)NC(=O)N(C)C[C@H]1Oc2ccc(NS(=O)(=O)c3ccccc3)cc2C(=O)N([C@@H](C)CO)C[C@@H]1C | -1.5
CCCN(C)C[C@H]1OCCCC[C@@H](C)Oc2ccc(NC(=O)CCCN(C)C)cc2C(=O)N([C@@H](C)CO)C[C@H]1C | -0.4
C[C@@H]1CN([C@H](C)CO)C(=O)c2cccc(NS(=O)(=O)c3cccs3)c2O[C@@H]1CN(C)Cc1ccc2c(c1)OCO2 | 0.6
CC(C)NC(=O)N(C)C[C@H]1OCCCC[C@@H](C)Oc2ccc(NC(=O)c3ccncc3)cc2C(=O)N([C@@H](C)CO)C[C@@H]1C | -4.0
CC(C)(C)[S@](=O)N1Cc2cc(C(=O)NCc3ccccc3F)nc(-c3cccc(-c4ccncc4)c3)c2[C@@H]1CCO | 14
O=C(C[C@@H]1CC[C@@H]2[C@H](COC[C@@H](O)CN2Cc2ccccc2F)O1)N1CCc2ccccc2C1 | 0.8
C[C@H](CO)N1C[C@H](C)[C@H](CN(C)Cc2ccc(F)cc2)Oc2cc(C#Cc3ccccn3)ccc2S1(=O)=O | 0.8
CO[C@@H]1CN(C)C(=O)c2ccc(NS(=O)(=O)c3ccccc3F)cc2OC[C@H](C)NC[C@@H]1C | -0.8
C[C@H]1CN([C@@H](C)CO)C(=O)c2cc(C#Cc3cccc(F)c3)cnc2O[C@H]1CN(C)C(=O)C1CC1 | 1.1
CO[C@@H]1CN(C)C(=O)c2cc(NC(=O)Cc3ccccc3)ccc2OC[C@@H](C)N(CCc2ccccc2)C[C@H]1C | 1.6
CN(C)CC(=O)N[C@H]1CC[C@H](CCNC(=O)Nc2ccc(F)cc2)O[C@H]1CO | 0.0
COc1ccc(S(=O)(=O)N(C)C[C@@H]2Oc3ccc(NC(=O)C4CC4)cc3C(=O)N([C@H](C)CO)C[C@H]2C)cc1 | 1.4
CO[C@@H]1CN(C)C(=O)c2cc(NC(C)=O)ccc2OC[C@@H](C)N(Cc2ccccn2)C[C@@H]1C | 0.5
CCCNC(=O)C[C@H]1CC[C@H]2[C@@H](COc3ccc(NC(=O)CC)cc3C(=O)N2C)O1 | -0.2
C[C@@H]1CCCCO[C@@H](CN(C)C(=O)Cc2ccccc2)[C@H](C)CN([C@H](C)CO)C(=O)c2cc(NC(=O)NC3CCCCC3)ccc2O1 | -1.5
C[C@H]1CN([C@@H](C)CO)C(=O)c2cc(-c3cccc(F)c3)cnc2O[C@@H]1CN(C)C(=O)c1ccccn1 | -1.2
C[C@H]1CCCCO[C@@H](CN(C)C(=O)C2CCCCC2)[C@@H](C)CN([C@@H](C)CO)C(=O)c2cc(NS(=O)(=O)c3cccs3)ccc2O1 | -2.8
C[C@@H](NC(=O)C[C@@H]1C=C[C@@H](NC(=O)Cc2ccccn2)[C@@H](CO)O1)c1ccccc1 | -6.0
CCC(=O)N(C)C[C@@H]1Oc2ncc(C#Cc3ccc(OC)cc3)cc2C(=O)N([C@@H](C)CO)C[C@@H]1C | 0.8
C[C@@H]1CN([C@@H](C)CO)S(=O)(=O)c2ccc(-c3ccccc3)cc2O[C@H]1CN(C)CC1CC1 | 1.5

Compounds from the list above that have an aryl methoxy group (8):
SMILES | Mtb BioA inh
CCCNC(=O)C[C@@H]1C[C@H]2c3cc(NS(=O)(=O)c4cccc(OC)c4)ccc3O[C@H]2[C@@H](CO)O1 | -1.2
COc1ccc(S(=O)(=O)Nc2ccc3c(c2)C(=O)N([C@H](C)CO)C[C@H](C)[C@H](CN(C)Cc2ccc4c(c2)OCO4)OCCCC[C@H](C)O3)cc1 | 0.0
COc1ccc(C#Cc2ccc([C@H]3[C@@H](CO)N4CCCCN(C(=O)Cc5ccncc5)C[C@@H]34)cc2)cc1 | -5.1
COc1ccc(S(=O)(=O)N(C)C[C@@H]2OCCCC[C@@H](C)Oc3ccc(NC(=O)Nc4ccc(F)cc4)cc3C(=O)N([C@H](C)CO)C[C@@H]2C)cc1 | 0.5
COC(=O)[C@H]1[C@H](CO)[C@H]2Cn3c(ccc(-c4ccccc4OC)c3=O)[C@H]2N1C(=O)c1cccnc1 | -0.8
COc1ccc(S(=O)(=O)Nc2cccc3c2O[C@H](CN(C)S(=O)(=O)c2ccc(Cl)cc2)[C@@H](C)CN([C@H](C)CO)C3=O)cc1 | -1.5
COc1ccc(S(=O)(=O)N(C)C[C@@H]2Oc3ccc(NC(=O)C4CC4)cc3C(=O)N([C@H](C)CO)C[C@H]2C)cc1 | 1.4
CCC(=O)N(C)C[C@@H]1Oc2ncc(C#Cc3ccc(OC)cc3)cc2C(=O)N([C@@H](C)CO)C[C@@H]1C | 0.8

Some of the compounds tested, so the mix of outcomes need not match the whole.
